Screening results from PubChem BioAssay.
Cneo AK release: Cryptococcus neoformans lysis via adenylate kinase release | lysis activity, % at 15 µM | C. neoformans lysis, adenylate kinase release luminescence, 4 h; normalised: neutral wells 0, clomiphene wells 100 | 0.2% of 360,000 active;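 active = mean lysis activity across replicates of at least 80%, whatever share of replicates individually reach that level; inactive = mean lysis activity below 80%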
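Material: C. neoformans cells | Amount: Yeast cell density of 5 × 10^6 cells/mL | Medium: Fresh YPD growth medium | Dosing: Single dose | Times: Static 4 h at 37 °C with compound, 1 h detection | Detection: AK luminescence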
LGR2 antag: inhibitors of bursicon-induced Drosophila LGR2 receptor cAMP signaling; HEK293 LGR2, CRE-luciferase, bursicon-stimulated, 4 h; inhibition, % at 9.99 µM; 0.35% of 380,000 active; AID 720647;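 active = drop in luminescence signal, shown as inhibition above about 50% in the replicate tests, limit read from the data, passing the limit was not always enough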;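 also: agonist challenge used bursicon conditioned medium at about half maximal strength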
S100A4 inh HTS: S100A4-myosin IIA interaction inhibition; S100A4/TAMRA-MyoIIA peptide fluorescence polarization; inhibition, % at 10.7 µM; 0.14% of 360,000 active; AID 652163;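 active = mean inhibition of at least 70% across replicates, with every replicate also reaching that level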
Target sequence (P26447 whole entry, looked up): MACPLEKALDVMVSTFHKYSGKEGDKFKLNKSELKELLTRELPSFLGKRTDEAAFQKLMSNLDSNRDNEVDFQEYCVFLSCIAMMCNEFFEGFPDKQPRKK
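Material: S100A4 monomer protein | Medium: HEPES pH 7.2 with CaCl2, KCl, NaCl, DTT, Triton | Reagent: Labelled myosin peptide probe, 5 nM | Doses: One dose per compound | Times: 5 min incubation before reading | Benchmarks: Neutral control DMSO, positive control TFP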
XiGFP reactiv: reactivates the inactive X chromosome in mouse fibroblasts; AID 743238; XiGFP mouse fibroblasts, % GFP-positive cells imaging, 3 d; cells co-treated with 5-aza-dC sensitizer; scaled so ellipticine positive control = 100%; 0.055% of 360,000 active; activation, % at 7.58 µM;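 active = mean normalized replicate activation at least 10% and every replicate at or above 10%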;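 also: 0% = median of on-plate neutral control wells and 100% = ellipticine 6 µM median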
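System: 68-5-11 XiGFP fibroblast line | Buffer or medium: DMEM containing 5-aza-dC | Compound: Single point | Times: Compounds 3 days, fix/stain 15 min at room temperature | Benchmarks: Positive control ellipticine, 6 µM final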
Statin myotox sup: suppression of simvastatin myotoxicity; rescue of ATP level, % at 7.49 µM; AID 602340; 0.78% of 330,000 active; C2C12 myotubes + simvastatin, ATP luminescence, 48 h; scaled: DMSO 0, geranylgeraniol control 100;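 active = mean ATP rescue above about 67%, or every replicate alone reaching that limit, limit read from the data, passing the limit was not always enough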;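 also: myotubes were challenged with 10 µM simvastatin during compound exposure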
PGC1a acetyl inh: lowers PGC1a acetylation signal in U2OS cells; AlphaScreen anti-acetyl-lysine; with virally co-expressed GCN5 acetyltransferase; inhibition, % at 15.6 µM; 0.17% of 350,000 active;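 active = every replicate shows inhibition of at least 40%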;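 also: 0% = neutral control wells and 100% = positive control wells; some results beyond the cut were filed as inactive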
SIRT5 inh: blocks human SIRT5 desuccinylation of peptide | inhibition, % at 15 µM | Q9NXA8 | 1.1% of 330,000 active | Purified SirT5, succinyl-peptide AMC, trypsin-coupled fluorescence | AID 652115; in the data active = inhibition above about 15%
Target sequence (Q9NXA8 whole entry, looked up): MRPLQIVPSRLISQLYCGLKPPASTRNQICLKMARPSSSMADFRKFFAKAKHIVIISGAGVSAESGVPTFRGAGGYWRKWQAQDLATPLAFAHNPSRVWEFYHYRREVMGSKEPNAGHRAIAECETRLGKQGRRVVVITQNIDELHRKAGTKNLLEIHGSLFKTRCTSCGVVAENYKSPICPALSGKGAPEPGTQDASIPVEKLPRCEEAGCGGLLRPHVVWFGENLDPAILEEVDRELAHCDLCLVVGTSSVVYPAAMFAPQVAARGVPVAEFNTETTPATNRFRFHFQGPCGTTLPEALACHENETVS
ERAP1 HTS inh: blocks human ERAP1 aminopeptidase activity; Q9NZ08; AID 652197; inhibition, % at 10.7 µM; 0.15% of 340,000 active; recombinant ERAP1, Leu-AMC fluorescence, 60 min;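 active = mean replicate inhibition of at least 30%, or all replicates individually reaching that 30% level; inactive = mean below 30% and not every replicate reaching it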;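 also: 0% = neutral control wells and 100% = L-leucinethiol positive control wells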
Numbers without * were called inactive; / = not tested or not shown; & = joins results of further samples; ! = a repeat was not active. The list is partial; rates above refer to the full screens.

SMILES | Cneo AK release | LGR2 antag | S100A4 inh HTS | XiGFP reactiv | Statin myotox sup | PGC1a acetyl inh | SIRT5 inh | ERAP1 HTS inh
CC(C)CCN(CC(=O)NC1CCCC1)C(=O)C(=O)Nc1ccc2c(c1)OCCO2 | 1 | -8 | -35 | 0.2 | 21 | / | -2 | 5
COCC#Cc1ccc2c(c1)O[C@@H](CN(C)Cc1ccc(F)cc1)[C@@H](C)CN([C@@H](C)CO)S2(=O)=O | 0 | 14 | 12 | -0.8 | -23 | / | 2 | -1
CC(C)(C)C(=O)NC1=NN(c2c(Cl)cc(Cl)cc2Cl)C(=O)C1 | / | -12 | 1 | 0.0 | / | / | 1 | 1
CCCCNC(=O)OCCSCCS(=O)(=O)c1ccc(Cl)cc1 | / | -14 | -6 | 0.1 | / | / | -1 | 0
C[C@@H]1CN([C@@H](C)CO)C(=O)c2cc(NS(=O)(=O)c3ccc(F)cc3)ccc2O[C@@H]1CN(C)CC1CC1 | 1 | 4 | 19 | 0.2 | 1 | 1 | 2 | 1
COc1ccc(C#Cc2ccc3c(c2)[C@H]2[C@H](CCN2S(=O)(=O)c2ccccc2C)[C@H](CO)N3)cc1 | 6 | 6 | -2 | 0.2 | 6 | -6 | 12 | -2
Oc1ccccc1-c1nc(/C=C/c2ccccc2)nn1-c1ccccc1 | / | / | 6 | -0.5 | / | / | -4 | 7
O=C(C1CCCN(Cc2cc(Br)ccc2O)C1)N1CCCCC1 (centres undefined) | 5 | -12 | 5 | 0.0 | -16 | -2 | -1 | 1
O=c1c2c(nc3cc(-c4ccc(Br)cc4)[nH]n13)CCCC2 | 0 | -52 | 1 | 0.1 | -41 | 0 | / | 1
CCOC(=O)C(CC)Sc1nc2c(cnn2-c2ccccc2)c(=O)[nH]1 (centres undefined) | -1 | 15 | -2 | -0.1 | 4 | / | -8 | 8
CCOC(=O)c1ccc(NC(=O)c2nc[nH]c2C(=O)NCC(=O)OC(C)(C)C)cc1 | 7 | -5 | / | 0.1 | 5 | / | / | /
C/C=C/c1ccc([C@H]2[C@@H](C#N)N(C(=O)NC3CCCC3)[C@H]2CO)cc1 | -1 | 5 | 0 | 0.0 | 8 | -4 | 2 | -1

Results in PGC1a acetyl inh, LGR2 antag and ERAP1 HTS inh, for four of the compounds above:
Compound | PGC1a acetyl inh | LGR2 antag | ERAP1 HTS inh
CC(C)CCN(CC(=O)NC1CCCC1)C(=O)C(=O)Nc1ccc2c(c1)OCCO2 | / | -8 | 5
COCC#Cc1ccc2c(c1)O[C@@H](CN(C)Cc1ccc(F)cc1)[C@@H](C)CN([C@@H](C)CO)S2(=O)=O | / | 14 | -1
CC(C)(C)C(=O)NC1=NN(c2c(Cl)cc(Cl)cc2Cl)C(=O)C1 | / | -12 | 1
CCCCNC(=O)OCCSCCS(=O)(=O)c1ccc(Cl)cc1 | / | -14 | 0

The list continues.
SMILES | Cneo AK release | LGR2 antag | S100A4 inh HTS | XiGFP reactiv | Statin myotox sup | PGC1a acetyl inh | SIRT5 inh | ERAP1 HTS inh
O=C(CNC(=O)c1ccccc1F)Nc1ccncc1 | / | -1 | -2 | 0.0 | -7 | / | -4 | -3
CCCc1cc(=O)[nH]c(SCC(=O)N2CCOCC2)n1 | -1 | -10 | -1 | 0.1 | 26 | / | 0 | 3
COc1ccccc1C(=O)NCCC(=O)N1CCCCCCC1 | -2 | -11 | -4 | -0.1 | 3 | -7 | 1 | -3
CC(C)CNC(=O)C1CCN(S(=O)(=O)c2ccc3c(c2)OCCO3)CC1 | / | 2 | -1 | 0.0 | / | 15 | 2 | -1
C[C@H]1CN([C@@H](C)CO)C(=O)CCCn2nncc2CO[C@H]1CN(C)S(=O)(=O)c1ccc2c(c1)OCCCO2 | 0&0 | / | 117*! | -0.1&0.3 | 4&-15 | 1&-7 | -2 | 1&-2
C[C@H](CO)N1C[C@H](C)[C@H](CN(C)Cc2ccncc2)Oc2c(NC(=O)Nc3ccc4c(c3)OCO4)cccc2C1=O | -12 | 19 | 22 | -1.2 | -10 | 2 | -1 | -2
O=C(O)c1ccc(/C=N/NC(=O)c2cc3ccccc3cc2O)cc1 | -2 | 27 | -1 | 0.0 | 4 | -5 | 3 | -1
O=C(NCC[C@H]1CC[C@H](NS(=O)(=O)Cc2ccccc2)[C@H](CO)O1)C1CC1 | -1 | -7 | -48 | -0.2 | 1 | 4 | 2 | 0
Cn1c(C(=O)N2CCN(c3ccccc3)CC2)cc2cc(Cl)ccc21 | -1 | 13 | -2 | -0.1 | -6 | / | -1 | -2
O=C(NCc1ccc(F)cc1)C1CCCN(C(=O)NCc2ccccc2)C1 (centres undefined) | 0 | -5 | 2 | 0.0 | 7 | -7 | -1 | 0
O=C(COc1ccccc1[N+](=O)[O-])N1CCN(c2ccccn2)CC1 | 2 | -16 | -6 | 0.0 | / | / | -1 | -1
Cc1ccc(-c2noc(CNC(=O)c3ccc4c(c3)OCO4)n2)cc1 | 1 | 12 | 2 | 0.0 | -5 | / | 5 | -2
COc1ccc(-c2cc(=O)c3cc(OC)ccc3o2)cc1 | -14 | 2 | -3 | / | -2 | -11 | -2 | -1
CC1(C)NC(=O)N(CC(=O)OCC(=O)NC(=O)c2ccccc2)C1=O | / | -3 | -3 | 0.0 | / | / | 2 | 64*
CCOC(=O)CSc1nc2ccccc2n1CC(=O)N(C(C)C)C(C)C | 0 | -7 | -1 | / | -3 | -8 | -4 | 4
Cc1noc(C)c1S(=O)(=O)N(C)C[C@H]1Oc2ccc(NC(=O)Cn3cnnn3)cc2CC(=O)N([C@@H](C)CO)C[C@H]1C | 6 | -12 | 9 | 0.1 | -6 | 1 | -6 | 0
C[C@H]1CN([C@@H](C)CO)C(=O)c2cc(NC(=O)CCC(F)(F)F)ccc2O[C@@H]1CN(C)C | -1 | 11 | 9 | 0.1 | -7 | 3 | 0 | -2
Cc1cc(Cl)ccc1NC(=O)COC(=O)c1c(C)noc1C | 3 | -1 | 14 | 0.2 | 12 | 9 | -1 | -2
Nc1ncc([N+](=O)[O-])c(Oc2ccccc2F)n1 | 1 | 1 | -5 | 0.3 | / | 5 | 2 | 1
C/C=C/c1cnc2c(c1)C(=O)N([C@@H](C)CO)C[C@H](C)[C@H](CN(C)C(=O)C1CC1)O2 | / | -3 | / | -0.9 | -8 | 3 | / | /
CS(=O)(=O)N1CCC(C(=O)N2CCN(c3ccccc3F)CC2)CC1 | / | -13 | -2 | 0.0 | / | 4 | -5 | -3
Brc1cccc(-c2nnc3sc(CNC4CCCC4)cn23)c1 | -1 | -20 | -2 | 0.1 | 3 | 1 | / | /
CNc1nnc(SCC(=O)c2c(N)n(C3CC3)c(=O)[nH]c2=O)s1 | 0 | -15 | 1 | 0.4 | -1 | -10 | 0 | -7
CN(C(=O)C1CCN(S(=O)(=O)c2ccccc2)CC1)c1c(N)n(Cc2ccccc2)c(=O)[nH]c1=O | 3 | 4 | 2 | 0.0 | 7 | -2 | 0 | 2
CCCC(=O)Nc1ccc2c(c1)OC[C@@H](C)N(CCc1ccccc1)C[C@H](C)[C@H](OC)CN(C)C2=O | / | 26 | / | -0.3 | -3 | -10 | / | /
C#C[C@]1(O)CC[C@H]2[C@@H]3CCC4=C(CCC(=O)C4)[C@H]3CC[C@@]21C | -1 | 9 | -5 | 0.2 | -2 | / | -1 | -1
CN(C(=O)COC(=O)c1ccccc1Cc1ccccc1)c1c(N)n(Cc2ccccc2)c(=O)[nH]c1=O | / | 3 | -5 | -0.1 | / | 14 | -2 | 0
CN(c1ccccc1)S(=O)(=O)c1cc(C(=O)NCCCn2ccnc2)ccc1Cl | -1 | 1 | -2 | 0.2 | -6 | 0 | -1 | -1
O=C(COC(=O)c1cccs1)Nc1cccc(S(=O)(=O)N2CCOCC2)c1 | -5 | 8 | -1 | 0.2 | 2 | 0 | 4 | -9
Cc1ccc(-n2nc(C)c3c(C)c(CCC(=O)NCCCOC(C)C)c(C)nc32)cc1 | 0 | 12 | -4 | 0.3 | -6 | -7 | -5 | 0
C[C@@H]1CCCCO[C@@H](CN(C)S(=O)(=O)c2ccc(Cl)cc2)[C@H](C)CN([C@H](C)CO)C(=O)c2cc(N(C)C)ccc2O1 | 55 | -8 | 5 | -0.2 | 8 | -36 | -1 | -1
Cc1cccc(-c2ccc([C@@H]3[C@@H](CO)N4CCCCN(Cc5cncnc5)C[C@@H]34)cc2)c1 | 1 | 1 | -1 | 0.1 | 19 | -1 | -4 | -1
CCOc1ccc(C)cc1S(=O)(=O)Nc1ccc(Cl)cn1 | 0 | 0 | / | / | 3 | 19 | / | /
C[C@@H]1CN([C@H](C)CO)C(=O)c2cc(NC(=O)C3CCCCC3)ccc2O[C@@H](C)CCCCO[C@@H]1CN(C)CC1CCCCC1 | 0 | 2 | 13 | -1.1 | / | 1 | 2 | 0
Cc1sc(N)c(C(=O)c2ccccc2)c1C | -11 | 18 | 20 | 0.2 | / | 11 | 6 | 7
CCOc1ccc(C(=O)NC2CCN(C(=S)Nc3ccccc3C)CC2)cc1 | / | 3 | 2 | 0.4 | / | / | 0 | 3
O=C(Cc1ncc(C(F)(F)F)cc1Cl)NCc1cccnc1 | 0 | 14 | 3 | 0.0 | -3 | 8 | 1 | -6
CCOC(=O)c1nc(Nc2ccccc2C)c2ccccc2n1 | / | -3 | -17 | 0.5 | / | -2 | -4 | -4
Cc1[nH]c2ccccc2c1/C=N\NC(=O)c1ccco1 | 1 | -3 | -2 | 0.2 | -10 | / | 2 | 0
CCOc1ccccc1-c1cc(C(=O)N/N=C(\C)c2cccnc2)c2ccccc2n1 | 5 | 8 | 0 | 0.5 | / | 2 | 0 | 3
O=C(Cc1ccccn1)N[C@H]1CC[C@@H](CCn2cc(-c3ccccc3)nn2)O[C@@H]1CO | 9 | 12 | -3 | -0.2 | -12 | 1 | 3 | 1
Cc1ccc(/C(N)=N/OC(=O)CCCc2ccccc2)cc1 | -1 | -37 | -12 | 0.3 | -1 | -4 | 0 | -3
CCNC(=O)C[C@H]1CC[C@@H](NS(=O)(=O)c2ccc(C)cc2)[C@H](CO)O1 | -1 | -3 | 11 | -0.1 | 1 | 16 | 1 | 0
O=C(c1ccc(Br)o1)N1N=C(c2ccc(Cl)cc2)CC1c1ccco1 (centres undefined) | 7 | -2 | 7 | 0.1 | 9 | / | 0 | -4
Cc1cc(F)cc(-c2cc(C(=O)NCc3ccc(C(F)(F)F)cc3)[nH]n2)c1 | 0 | 12 | 1 | 0.4 | 3 | 7 | / | 13
Cc1ccccc1CNCc1ccc2c(c1)OCO2 | 0 | 1 | -1 | 0.9 | 9 | -9 | -5 | -2
Nc1ccc(S(=O)(=O)N2CCC(Cc3ccccc3)CC2)cc1 | 3 | -19 | -5 | 0.1 | -3 | 19 | -5 | 1
CC#CC(=O)N1CCC(CCC(=O)N(C)Cc2ccccc2)CC1 | -1 | / | 4 | -0.1 | 16 | -24 | -2 | -1
CN(C)C(=O)c1ccc(-c2ccc3c(c2)[C@H]2[C@H](CCN2C(=O)c2ccccc2)[C@@H](CO)N3)cc1 | -6 | -42 | 17 | 0.1 | 7 | -15 | 13 | -1
O=C(CSc1nncc2ccccc12)Nc1cccc(O)c1 | -1 | 13 | -1 | 0.2 | -3 | -4 | -1 | 2
